High-throughput results deposited in PubChem BioAssay by several laboratories.
NPY-Y1 PAM-ag – human NPY-Y1 potentiation or agonism, primary screen. AID 1304. P25929. 0.37% of 220,000 active. NPY-Y1 expressing cells, potentiator/agonist activation. activation, % at 3.6 µM; in the data active means activation above about 33%, passing the limit was not always enough;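 further: cells stimulated with NPY at EC10 then isoproterenol at EC100; 0% = low agonist plus stimulus and 100% = saturating agonist plus stimulus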
TRPN1 ag – agonists of zebrafish TRPN1 channel; HEK293 zebrafish TRPN1-YFP, Fluo-8 calcium fluorescence; 100% = response to 87 µM carbachol; activation, % at 3 µM; 0.18% of 220,000 active;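 active means activation above its plate's cutoff, the mean activation of test wells on that plate plus 3 SD, cut at about 19% in these data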;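 further: 0% = DMSO alone and 100% = 87 µM carbachol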
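Material: zebrafish TRPN1-YFP in HEK293 cells. Doses: one dose of 3 µM, 0.3% DMSO. Incubation: dye 1 h 37 °C plus 30 min RT. Measured by: intracellular calcium fluorescence with Fluo-8.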
CHOP inh – blocks CHOP induction under ER stress; inhibition, % at 10 µM; AID 2732; CHO-K1 CHOP-promoter luciferase, tunicamycin-induced, 15-18 h; 3.8% of 220,000 active;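 active means compounds that reduced the stress-induced luciferase reporter signal by more than about 70% of percent inhibition, limit read from the data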;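 further: 0% = tunicamycin plus vehicle and 100% = wells without tunicamycin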
S1P4 ag – human S1P4 receptor agonism | O95977 | S1P4-expressing cell line, agonist reporter assay | activation, % at 4.98 µM | 0.35% of 220,000 active | AID 1509; in the data active means activation above about 11%;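 further: 0% = DMSO vehicle and 100% = reference agonist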
NPY2 pot ag – human NPY-Y2 potentiation or agonism, primary screen; P49146; cells expressing NPY-Y2, potentiator/agonist read-out; activation, % at 3.6 µM; 0.45% of 220,000 active; AID 1359; in the data active means activation above about 27%;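 further: cells stimulated with NPY near EC25 plus isoproterenol at EC100; 0% = vehicle plus submaximal agonist and 100% = vehicle plus saturating agonist; some results beyond the cut were filed as inactive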
TRPML3 agonist – agonists of human TRPML3 channel; Q8TDD5; HEK293 TRPML3-YFP, Fluo-8 calcium fluorescence; 100% = the carbachol control signal; activation, % at 3 µM; 0.29% of 220,000 active; AID 1448;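 active means activation above its plate's cutoff, the mean activation of the plate's test wells plus 3 SD, cut at about 12% in these data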;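 further: 0% = DMSO only wells and 100% = carbachol wells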
Target sequence (Q8TDD5 whole entry, looked up): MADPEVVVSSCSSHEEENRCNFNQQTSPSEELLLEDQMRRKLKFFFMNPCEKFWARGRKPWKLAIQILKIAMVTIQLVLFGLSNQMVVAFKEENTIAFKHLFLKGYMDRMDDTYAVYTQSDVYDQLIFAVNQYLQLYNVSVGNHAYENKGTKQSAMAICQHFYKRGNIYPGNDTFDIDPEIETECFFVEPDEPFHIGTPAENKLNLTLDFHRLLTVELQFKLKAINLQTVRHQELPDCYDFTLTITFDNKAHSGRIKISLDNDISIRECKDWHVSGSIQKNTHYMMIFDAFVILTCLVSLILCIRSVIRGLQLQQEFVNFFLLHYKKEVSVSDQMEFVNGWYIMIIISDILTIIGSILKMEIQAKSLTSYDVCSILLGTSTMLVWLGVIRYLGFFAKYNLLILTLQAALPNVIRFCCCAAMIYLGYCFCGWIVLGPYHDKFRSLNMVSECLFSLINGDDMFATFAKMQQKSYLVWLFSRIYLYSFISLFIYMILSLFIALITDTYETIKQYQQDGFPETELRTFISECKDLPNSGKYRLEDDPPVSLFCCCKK
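Test system – HEK293 line with stable expression of human TRPML3-YFP channel · Control set – carbachol 87 µM final as high control (100%), DMSO as low control (0%) · Signal – Fluo-8 calcium dye fluorescence, ex 470-495, em 515-575 nm · Incubation – 1-h 37 °C dye load, 5-s basal, 120-s post-compound reads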
NPY Y1 blocker – blocks the human neuropeptide Y Y1 receptor | 1% of 200,000 active | inhibition, % at 3.6 µM | AID 1040 | P25929 | HEK293-CNG Y1 cells, membrane potential fluorescence; NPY at EC95, then isoproterenol;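 active means inhibition above the campaign mean inhibition of all tested compounds plus 3 SD, cut at about 20% in these data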;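 further: 0% = DMSO wells given NPY plus isoproterenol and 100% = isoproterenol alone without NPY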
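Test system: HEK293 cells co-expressing NPY Y1 receptor and cyclic-nucleotide gated channel; Also added: NPY (25 nM), isoproterenol (1 µM), Ro 20-1724 (25 µM); Compound dosing: one concentration, 3.6 µM, in 0.4% DMSO; Timing: dye 3 h, compound 60 min room temperature, stimulation 45 min; Technique: Membrane-potential fluorescent dye readout.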
S1P4 antagonist – blocks the human S1P4 receptor. S1P4-expressing cells, antagonist mode, reporter read-out. inhibition, % at 4.98 µM. AID 1510. O95977. 0.26% of 220,000 active; in the data active means inhibition above about 29%;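 further: 0% = wells stimulated with agonist and 100% = vehicle wells without agonist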
EP2 modulator – EP2 receptor (human) modulation; P43116; EP2-expressing cells, cAMP HTRF FRET, PGE2 co-stimulation; induction, % at 25 µM; 0.83% of 260,000 active; AID 940;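 active means compounds whose cAMP rise, as percent of the full-agonist control response, exceeds 60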;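 further: rat C6 glioma line stably carrying human EP2 under a CMV promoter; the protocol text gives 20 µM as final concentration; 100% = response of wells given 1 µM PGE2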
Target sequence (P43116 whole entry, looked up): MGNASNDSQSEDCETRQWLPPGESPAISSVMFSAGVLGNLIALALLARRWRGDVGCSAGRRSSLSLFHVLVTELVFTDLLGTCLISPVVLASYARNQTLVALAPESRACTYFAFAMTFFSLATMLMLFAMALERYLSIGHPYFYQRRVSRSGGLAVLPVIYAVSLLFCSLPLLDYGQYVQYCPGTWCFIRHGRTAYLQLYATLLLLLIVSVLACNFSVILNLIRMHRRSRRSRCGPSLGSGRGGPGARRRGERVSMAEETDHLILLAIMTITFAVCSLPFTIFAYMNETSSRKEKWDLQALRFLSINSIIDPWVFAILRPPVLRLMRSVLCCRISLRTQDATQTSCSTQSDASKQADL
* = called active by the depositor; · = no result given; & = joins results of further samples.

Sample of the layout, 3 compounds:
Every second line gives: CHOP inh	S1P4 antagonist	NPY-Y1 PAM-ag	EP2 modulator	TRPML3 agonist	S1P4 ag	NPY Y1 blocker	NPY2 pot ag	TRPN1 ag
1) COc1cc(OC)c(N(C)S(=O)(=O)c2cccc(C(=O)OCc3c(C)noc3C)c2)cc1Cl
 : 16.5	-20.3	-3.9	-10.6	1.1	1.9	8.7	-1.2	0.5
2) COC(=O)/C=C1\SC(=Nc2ccc(Cl)c(Cl)c2)NC1=O
 : 17.8	-7.6	7.0	-34.8	0.1	-1.7	4.2	1.3	3.5
3) CCn1c(SCC(=O)N2CCCC2)nc2c1c(=O)n(C)c(=O)n2C
 : 12.9	20.2	-11.3	3.7	1.4	0.6	-5.3	4.9	1.0

Results, repeating the preview:
Every second line gives: CHOP inh	S1P4 antagonist	NPY-Y1 PAM-ag	EP2 modulator	TRPML3 agonist	S1P4 ag	NPY Y1 blocker	NPY2 pot ag	TRPN1 ag
1) COc1cc(OC)c(N(C)S(=O)(=O)c2cccc(C(=O)OCc3c(C)noc3C)c2)cc1Cl
 : 16.5	-20.3	-3.9	-10.6	1.1	1.9	8.7	-1.2	0.5
2) COC(=O)/C=C1\SC(=Nc2ccc(Cl)c(Cl)c2)NC1=O
 : 17.8	-7.6	7.0	-34.8	0.1	-1.7	4.2	1.3	3.5
3) CCn1c(SCC(=O)N2CCCC2)nc2c1c(=O)n(C)c(=O)n2C
 : 12.9	20.2	-11.3	3.7	1.4	0.6	-5.3	4.9	1.0
4) Cc1ccc(-c2cc(C(=O)NCc3ccc4c(c3)OCO4)no2)cc1
 : -1.4	-4.6	-40.9	-6.7&-100.2	0.1	-0.9	17.4	-12.3	0.6
5) COCCN(C(=O)Cc1cccs1)C(C(=O)NCc1ccc(OC)cc1)c1ccc(C(C)C)cc1 (configuration not stated)
 : 93.9*	28.4	-18.8	47.5	-0.3	-6.0	4.1	-34.5	-1.1
6) COc1ccccc1N(CC(=O)NC1CCCC1)C(=O)c1oc(C(C)(C)C)cc1C
 : 16.1	-68.6	15.6	-15.6	2.4	-0.7	28.4*	-14.3	2.3
7) O=C(C1CC1(c1ccccc1)c1ccccc1)N1CCOCC1 (configuration not stated)
 : -4.3	2.5	7.4	15.1	-0.8	1.6	1.1	-7.5	0.1
8) O=C1CN(C(=O)COC(=O)C2=COCCO2)c2ccccc2N1
 : 25.4	-0.3	-26.8	24.6	0.4	0.3	-4.8	5.6	0.8
9) CN1C2C=C(N(CCc3ccccc3)C(=O)c3ccc(Cl)cc3)CC1CC2 (configuration not stated)
 : -9.9	-0.2	5.5	0.6	0.9	0.4	4.4	0.4	1.0
10) O=C1CCCN1CCNC(=S)Nc1ccccc1
 : -17.9	8.6	11.1	12.2	1.6	-1.3	-2.2	13.8	0.1
11) O=C(NC1CCS(=O)(=O)C1)c1ccc(S(=O)(=O)NCC2CCCO2)cc1 (configuration not stated)
 : 17.7	6.5	-5.1	7.1	0.3	0.9	-3.5	-8.7	-0.9
12) COc1ccc(-c2c(C(F)(F)F)oc3c(CN4CCN(C)CC4)c(O)ccc3c2=O)cc1
 : 34.8	-12.8	-16.2	-11.8	1.1	-0.1	0.5	-3.5	-1.1
13) CC(=O)Nc1ccc(S(=O)(=O)n2nc(C)cc2C)cc1
 : 25.3	9.4	-35.2	11.9	0.3	0.1	7.9	3.8	0.3
14) CCn1c(SCC(=O)N/N=C/c2c[nH]c3ccccc23)nnc1-c1ccc(C(C)(C)C)cc1
 : 25.0	-6.8	48.5*	1.1	0.5	-1.0	-8.6	44.1*	-0.3
15) CCOc1cc(/C=C(/C#N)c2ccc(Cl)cc2)cc(Cl)c1OCC(=O)O
 : 87.8*	-22.9	3.6	37.4	-1.0	0.1	-1.6	-25.5	-1.9
16) Cc1ccc2c(c1)sc[n+]2Cc1ccccc1
 : 42.7	-16.8	8.6	16.9	-0.3	0.3	0.0	-0.1	-0.9
17) O=C(OCn1ncc(Br)c(Br)c1=O)c1c(F)cccc1F
 : ·	59.5*	-13.2	11.0	0.5	-2.0	1.4	-12.8	-0.9
18) O=C(C(=O)N1CCc2ccccc2C1)c1cn(CC(=O)N2CCOCC2)c2ccccc12
 : -14.8	-4.8	-14.4	-8.8	0.6	0.8	2.5	-2.4	0.8
19) O=C(CS(=O)(=O)Cc1ccccc1)N1CCc2ccccc21
 : 9.5	1.5	12.9	2.5	0.1	-0.7	0.1	-4.7	0.5
20) Cc1onc(-c2ccccc2)c1C(=O)N1CCCN(C(=O)c2c(-c3ccccc3)noc2C)CC1
 : 2.0	-15.0	4.7	19.9	-0.2	0.2	4.9	17.5	0.5

A draw from above in order of molar mass, lowest first.
Every second line gives: CHOP inh	S1P4 antagonist	NPY-Y1 PAM-ag	EP2 modulator	TRPML3 agonist	S1P4 ag	NPY Y1 blocker	NPY2 pot ag	TRPN1 ag
16) Cc1ccc2c(c1)sc[n+]2Cc1ccccc1
 : 42.7	-16.8	8.6	16.9	-0.3	0.3	0.0	-0.1	-0.9
2) COC(=O)/C=C1\SC(=Nc2ccc(Cl)c(Cl)c2)NC1=O
 : 17.8	-7.6	7.0	-34.8	0.1	-1.7	4.2	1.3	3.5
15) CCOc1cc(/C=C(/C#N)c2ccc(Cl)cc2)cc(Cl)c1OCC(=O)O
 : 87.8*	-22.9	3.6	37.4	-1.0	0.1	-1.6	-25.5	-1.9
20) Cc1onc(-c2ccccc2)c1C(=O)N1CCCN(C(=O)c2c(-c3ccccc3)noc2C)CC1
 : 2.0	-15.0	4.7	19.9	-0.2	0.2	4.9	17.5	0.5

Later entries:
Every second line gives: CHOP inh	S1P4 antagonist	NPY-Y1 PAM-ag	EP2 modulator	TRPML3 agonist	S1P4 ag	NPY Y1 blocker	NPY2 pot ag	TRPN1 ag
21) CCO/N=C(/C)c1c(O)cc(C(C)(C)C)n(-c2ccccc2)c1=O
 : -6.3	-7.8	4.9	18.6	0.4	1.4	4.6	3.5	-0.3
22) O=P(OC1CCCCC1)(OC1CCCCC1)C(O)c1ccc(Cl)cc1Cl (configuration not stated)
 : 91.6*	12.4	-6.5	-3.0	0.7	-1.2	-2.4	25.2	0.5
23) CCn1nnc(NC(=O)c2c(OC)cccc2OC)n1
 : 0.2	-18.9	-5.3	9.8&-23.7	-0.3	0.9	-3.4	14.6	-1.0
24) CCCCNC(=S)Nc1ccccc1F
 : -13.3	-3.7	-6.8	-1.2	0.9	1.9	2.4	-5.4	1.2
25) COC(=O)c1cnn2c(C(F)(F)F)cc(-c3ccccc3)nc12
 : 19.3	-15.6	12.5	10.3	0.7	0.6	-1.3	6.3	-1.1
26) CCOc1ccc(OCC)c(NC(=O)CSCC(=O)O)c1
 : -29.8	-2.3	-4.2	-24.6	-0.4	-0.1	2.1	-4.4	-0.3
27) O=P(c1ccccc1)(c1ccccc1)C(c1ccccn1)P(=O)(c1ccccc1)c1ccccc1
 : -23.3	-3.1	-7.0	9.7	0.0	-0.8	·	-30.5	-1.2
28) CCCCC(=O)N(CCOC)c1nnc(-c2ccc(OC)cc2)s1
 : 59.4	-9.2	-2.2	-10.8	1.1	-0.1	2.7	8.0	2.1
29) O=c1c2cn[nH]c2[nH]c(=S)n1-c1cccc(Cl)c1
 : 18.4	1.1	2.7	32.8	0.2	4.3	-5.2	-4.9	1.0
30) Cn1c2c(c(=O)n(C)c1=O)C(NC(=O)C(C)(C)C)(C(F)(F)F)C(=O)N2 (configuration not stated)
 : 0.3	2.0	-20.9	11.6	1.5	-0.8	-2.1	-1.0	1.4
31) CN(C)CCCOC(=O)c1ccccc1Cl
 : 13.7	-6.1	-18.5	1.0	1.7	-5.1	2.4	1.0	0.1
32) O=C(NC1CCN(Cc2ccccc2)CC1)c1ccc2c(c1)[nH]c(=O)n2Cc1ccc(F)cc1
 : 25.0	-5.9	2.0	-58.6	0.6	0.1	-2.1	5.5	3.9
33) CCCNC(=O)Nc1ccc(NC(C)=O)cc1
 : 5.6	-9.0	-2.9	-1.4	0.6	-1.2	1.2	7.1	0.3
34) C/[N+]([O-])=C\c1coc2ccccc2c1=O
 : 15.9	-10.2	11.6	23.7	0.8	2.4	5.0	1.7	-1.0
35) O=C(NCC1CCCO1)c1ccc(NC(=O)C2CC=CCC2C(=O)O)cc1 (configuration not stated)
 : 16.4	-17.0	-18.1	11.2	0.5	-0.1	7.1	-2.2	-0.1
36) CCOC(=O)CSc1nnc(-c2ccc(OC)cc2OC)o1
 : 16.5	19.4	11.7	12.6	-0.2	-0.7	-5.3	2.6	-0.4
37) COC(=O)C(Cc1ccc(OC(=O)c2ccccc2Cl)cc1)N1Cc2ccccc2C1=O (configuration not stated)
 : 19.7	10.8	0.9	4.7	0.2	-2.8	-6.0	0.0	1.1
38) CS(=O)(=O)c1ccccc1-c1nc(-c2cccc(Cl)c2)no1
 : 19.1	-7.2	-7.9	-27.4	-1.2	0.8	0.6	6.6	-1.4
39) COc1ccc2cc3cc(C(=O)NCc4ccco4)oc3nc2c1
 : -5.8	-2.7	-3.6	1.7	1.1	0.6	2.1	0.2	-1.1
40) COCCNC(=O)CSc1nc2cc(OC)c(OC)cc2c(=O)n1CCc1ccc(S(N)(=O)=O)cc1
 : -2.8	-5.2	-9.9	4.2	0.8	1.4	1.7	-11.8	2.8

Continuation:
Every second line gives: CHOP inh	S1P4 antagonist	NPY-Y1 PAM-ag	EP2 modulator	TRPML3 agonist	S1P4 ag	NPY Y1 blocker	NPY2 pot ag	TRPN1 ag
41) CC12CCC(C(=O)Nc3ncc([N+](=O)[O-])s3)(OC1=O)C2(C)C (configuration not stated)
 : 4.0	-15.3	11.6	6.5	2.0	-1.1	2.8	0.3	4.0
42) COc1cccc(NC(=O)CN(C)C(C)C(=O)Nc2ccc(S(=O)(=O)N3CCCC3)cc2)c1 (configuration not stated)
 : 5.7	-8.7	4.0	-8.2	1.2	0.0	-0.3	-5.5	1.3
43) Cc1ccc(Cn2ccc(=O)c(OCc3c(Cl)cccc3Cl)c2C)cc1
 : 21.3	-6.7	-48.5	66.6*	0.3	2.0	12.8	-7.8	-1.1
44) O=C(CSC1CCCCC1)Nc1ccccc1Br
 : 16.9	-25.0	-5.2	18.2	-0.3	-0.8	2.8	1.3	-1.1
45) COc1ccc(C2C(Oc3ccccc3)C(=O)N2c2cc(C)ccc2C)cc1OC (configuration not stated)
 : 19.6	-25.1	3.5	24.8	-0.5	1.2	22.4*	-4.2	-1.2
46) S=C(Nc1ccccc1)Nc1nc2ccccc2n1CCOc1ccc(Cl)cc1
 : -31.9	-14.7	7.2	11.0	0.7	-1.0	2.1	0.0	1.6

Arranged by value in EP2 modulator (ascending): 3 of the compounds above
item	compound	EP2 modulator
42	COc1cccc(NC(=O)CN(C)C(C)C(=O)Nc2ccc(S(=O)(=O)N3CCCC3)cc2)c1 (configuration not stated)	-8.2
45	COc1ccc(C2C(Oc3ccccc3)C(=O)N2c2cc(C)ccc2C)cc1OC (configuration not stated)	24.8
43	Cc1ccc(Cn2ccc(=O)c(OCc3c(Cl)cccc3Cl)c2C)cc1	66.6*
